HTR1A agonist – 5-HT1a (human) receptor agonism; P08908; CHO 5-HT1a Ga15 NFAT-bla reporter, FRET ratio; 0% basal, 100% maximal reference agonist; activation, % at 10 µM; 65,000 compounds, 0.56% hits;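 active = activation above the screen-wide mean activation plus 3 SD, cut at about 19% in these data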;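 note: 0% = DMSO wells and 100% = 5-CT at EC100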
5HT1E ag – activates the human 5-HT1E serotonin receptor; P28566; activation, % at 6 µM; CHO 5-HT1E Ga15 NFAT-bla reporter, FRET; 0% DMSO wells, 100% control agonist wells; 65,000 compounds, 0.69% hits; AID 574;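 active = activation above a set limit, the screen-wide mean activation plus 3 SD, cut at about 8.5% in these data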;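 note: 100% = positive control agonist at 1 µM giving full maximal response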
M1 antag – blocks the rat M1 muscarinic receptor response to acetylcholine; P08482; CHO-M1 cells, Fluo-4 calcium, ACh EC80 antagonist mode; stronger effect = lower value; B-score at 10 µM; 64,000 compounds, 3.4% hits; AID 628;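 active = calcium fluorescence response, raw or row-and-column corrected B-score, differing from the plate sample mean either way at a set confidence level, mostly lower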
M1 ag – agonists of M1 muscarinic receptor; 64,000 compounds, 3% hits; B-score at 10 µM; CHO-M1 cells, Fluo-4 calcium fluorescence, agonist mode; stronger effect = higher value; AID 626;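 active = fluorescence rise, raw or as B-score row- and column-corrected plate score, outside the 99.7% band of its plate's samples, either direction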
S1P3 agonist – activates the human S1P3 receptor; activation, % at 4.5 µM; Q99500; 60,000 compounds, 0.1% hits; S1P3 NFAT-BLA reporter cells, agonism, FRET ratio; relative to 1 µM S1P, basal subtracted; AID 373;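 active = activation above the screen-wide mean plus 3 SD, cut at about 4.5% in these data, passing the limit was not always enough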; note: some compounds called inactive have numbers as strong as hits
Target sequence (Q99500 whole entry, looked up): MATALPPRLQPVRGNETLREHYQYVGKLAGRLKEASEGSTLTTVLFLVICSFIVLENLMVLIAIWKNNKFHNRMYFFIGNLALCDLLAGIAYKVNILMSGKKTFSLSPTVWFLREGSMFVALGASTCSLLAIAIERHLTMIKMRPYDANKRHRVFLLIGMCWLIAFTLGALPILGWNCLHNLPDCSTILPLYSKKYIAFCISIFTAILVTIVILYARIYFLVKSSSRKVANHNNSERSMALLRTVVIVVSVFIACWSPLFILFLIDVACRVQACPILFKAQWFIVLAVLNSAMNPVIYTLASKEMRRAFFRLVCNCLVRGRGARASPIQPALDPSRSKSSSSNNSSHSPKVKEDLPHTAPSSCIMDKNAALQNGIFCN
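Benchmarks: high control 1 µM S1P / System: stable CHO line with human S1P3, Gα16, NFAT-BLA reporter / Dosing: single compound concentration, 4.5 µM final / Timing: 4 h compound at 37 °C, 2 h substrate at RT / Measured by: FRET β-lactamase substrate fluorescence, excitation 405 nm, 460/535 nm emission ratio, background-subtracted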
Jurkat viability – cytotoxic compounds reducing Jurkat cell viability | 56,000 compounds, 1.2% hits | Jurkat E6.1 viability, ATP luminescence, 48 h | inhibition, % at 4 µM;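 active = inhibition above the mean inhibition of all tested compounds plus 3 SD, cut at about 28% in these data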
5HT1E antag – antagonists of human 5-HT1E serotonin receptor; P28566; 65,000 compounds, 0.99% hits; CHO 5-HT1E Ga15 NFAT-bla reporter, FRET, antagonist; inhibition, % at 6 µM;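 active = inhibition above a set limit, the mean inhibition across every tested compound plus 3 SD, cut at about 29% in these data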;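 note: signal is the 460 over 535 nm emission ratio of beta-lactamase substrate; 0% = agonist plus DMSO wells and 100% = wells without agonist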
5-HT1A blocker – blocks the human serotonin 5-HT1a receptor; CHO 5-HT1a Ga15 NFAT-bla reporter, antagonist mode; inhibition, % at 10 µM; 62,000 compounds, 0.68% hits; AID 612;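 active = inhibition above the mean of all tested compounds plus 3 SD, cut at about 43% in these data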;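 note: receptor stimulated by 5-CT agonist at 100 nM near EC80; beta-lactamase reporter measured by ratiometric fluorescence of a cleavable substrate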
S1P1 ag-PAM – S1P1 (human) agonism or agonism potentiation | P21453 | S1P1 CRE-bla cells, forskolin, beta-lactamase FRET, potentiator mode; S1P1 agonist co-added at EC20, 2 nM; 100% = saturating reference agonist, 0% = basal | activation, % at 9.5 µM | 56,000 compounds, 0.57% hits;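 active = activation above a cutoff set at the mean activation of all tested compounds plus 3 SD, cut at about 54% in these data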;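 note: forskolin at 4 µM as EC80 and the EC20 agonist is SEW2871; 100% = SEW2871 at its EC100 plus forskolin at EC80; some compounds past the cut are filed as inactive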
Target sequence (P21453 whole entry, looked up): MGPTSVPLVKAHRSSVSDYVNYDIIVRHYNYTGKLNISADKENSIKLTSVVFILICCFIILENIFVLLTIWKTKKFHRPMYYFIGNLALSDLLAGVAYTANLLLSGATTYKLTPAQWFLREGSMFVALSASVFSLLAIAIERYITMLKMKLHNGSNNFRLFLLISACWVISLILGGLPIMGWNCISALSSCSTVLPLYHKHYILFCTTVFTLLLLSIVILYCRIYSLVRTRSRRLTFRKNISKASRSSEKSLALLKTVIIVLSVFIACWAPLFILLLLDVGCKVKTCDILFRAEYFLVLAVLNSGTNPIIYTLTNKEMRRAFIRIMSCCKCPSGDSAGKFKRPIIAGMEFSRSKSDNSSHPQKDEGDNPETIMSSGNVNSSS
* marks the source's active call; other numbers are inactive results. The order is random. Share with any hit: about 8.9%.

`COc1cccc(C2CC(C(F)(F)F)n3ncc(C(=O)O)c3N2)c1` (configuration not stated) gave HTR1A agonist -2.6, 5HT1E ag 1.1, M1 antag -0.55, M1 ag -0.25, S1P3 agonist 0.0, Jurkat viability -1, 5HT1E antag -6, 5-HT1A blocker -13 and S1P1 ag-PAM -16.
`CN(c1ccc(C(=O)NC2CC2)cc1)S(=O)(=O)c1ccccc1` gave HTR1A agonist -2.5, 5HT1E ag 1.4, M1 antag 1, M1 ag 0.36, S1P3 agonist -0.8, Jurkat viability -1, 5HT1E antag 6 and 5-HT1A blocker -12.
`CCOC(=O)N1CCN(C(=O)c2ccc(Cl)c(S(=O)(=O)Nc3ccccc3)c2)CC1` gave HTR1A agonist 2.3, 5HT1E ag 0.3, M1 antag 0.45, M1 ag 0.37, S1P3 agonist 0.1, Jurkat viability 11, 5HT1E antag 6, 5-HT1A blocker -6 and S1P1 ag-PAM -10.
Screening CCCCOc1cccc(C(=O)N(Cc2cccs2)C2CCS(=O)(=O)C2)c1 (configuration not stated) returned HTR1A agonist 0.8, 5HT1E ag 0.1, M1 antag -1.1, M1 ag -1.1, S1P3 agonist -0.4, Jurkat viability -3, 5HT1E antag -1, 5-HT1A blocker -7 and S1P1 ag-PAM -1.
CCNC(=O)N1C(=O)C2(OCCO2)c2ccccc21 was read as HTR1A agonist -2.5, 5HT1E ag 0.1, M1 antag 0.021, M1 ag 0.0084, S1P3 agonist -1.0, Jurkat viability 1, 5HT1E antag -2, 5-HT1A blocker 10 and S1P1 ag-PAM 3.
`O=C(CCCC(=O)n1cnc2ccccc21)n1cnc2ccccc21` gave HTR1A agonist -1.7, 5HT1E ag -1.1, M1 antag 1, M1 ag -0.25, S1P3 agonist -0.4, Jurkat viability -13, 5HT1E antag 11, 5-HT1A blocker 14 and S1P1 ag-PAM -3.
For Cc1cccc(N2CCN(C(=O)c3ccc(N4CCCC4=O)cc3)CC2)c1C the results were HTR1A agonist 1.4, 5HT1E ag 1.0, M1 antag -0.93, M1 ag 1, S1P3 agonist -0.1, Jurkat viability -4, 5HT1E antag -1, 5-HT1A blocker 11 and S1P1 ag-PAM 29.
`CC1(C)N=C(C(=O)c2ccccc2)N(O)C1(C)O` (configuration not stated) gave HTR1A agonist -3.3, 5HT1E ag -0.7, M1 antag 0.72, M1 ag -2.1, S1P3 agonist 0.4, Jurkat viability -4, 5HT1E antag -5, 5-HT1A blocker -19 and S1P1 ag-PAM -23.
`CCCS(=O)(=O)N1CCCC(C(=O)NCCCN(Cc2ccccc2)C(C)C)C1` (configuration not stated) gave HTR1A agonist -2.4, 5HT1E ag 0.1, M1 antag -0.78, M1 ag 0.32, S1P3 agonist -0.2, Jurkat viability 7, 5HT1E antag -4, 5-HT1A blocker -1 and S1P1 ag-PAM -5.
`Cc1ccc(N2CCN(CC(O)COC3CCCCC3)CC2)cc1` (configuration not stated) gave HTR1A agonist 3.4, 5HT1E ag 1.3, M1 antag -0.39, M1 ag -1.5, S1P3 agonist -0.4, Jurkat viability 2, 5HT1E antag -18, 5-HT1A blocker 13 and S1P1 ag-PAM -2.
c1ccc(CCc2nn3c(Cc4ccccc4)nnc3s2)cc1 was read as HTR1A agonist 0.3, 5HT1E ag -0.2, M1 antag 0.36, M1 ag 0.41, S1P3 agonist 0.1, Jurkat viability -7, 5HT1E antag -3, 5-HT1A blocker -76 and S1P1 ag-PAM -13.
Cc1ccc(-c2nc(CSCC(=O)NCCCN3CCOCC3)c(C)o2)cc1 was read as HTR1A agonist -3.2, 5HT1E ag 0.6, M1 antag 1.3, M1 ag 1.2, S1P3 agonist -0.6, Jurkat viability 1, 5HT1E antag -3, 5-HT1A blocker 6 and S1P1 ag-PAM 1.
Screening O=C(CN1C(=O)c2cccc3cccc1c23)NCc1cccnc1 returned HTR1A agonist -1.3, 5HT1E ag -1.1, M1 antag 0.93, M1 ag -1.6, S1P3 agonist -1.5, Jurkat viability 8, 5HT1E antag 9, 5-HT1A blocker 8 and S1P1 ag-PAM 8.
For N/C(CC(=O)NCCOc1ccccc1)=N\O the results were HTR1A agonist 1.0, 5HT1E ag -0.7, M1 antag 0.98, M1 ag 0.18, S1P3 agonist -0.7, Jurkat viability 2, 5HT1E antag -2 and 5-HT1A blocker -3.
For N#CC1(c2ccccc2)CCCN1C(=O)c1ccco1 (configuration not stated) the results were HTR1A agonist -3.0, 5HT1E ag -0.2, M1 antag 0.077, M1 ag 0.52, S1P3 agonist -0.7, Jurkat viability 5, 5HT1E antag -9, 5-HT1A blocker 12 and S1P1 ag-PAM -8.
`O=C(NC1CCCCC1)C1CCCN(S(=O)(=O)c2cccs2)C1` (configuration not stated) gave HTR1A agonist -3.9, 5HT1E ag -0.4, M1 antag 0.94, M1 ag -2.1, S1P3 agonist -0.8, Jurkat viability -2, 5HT1E antag 0, 5-HT1A blocker 3 and S1P1 ag-PAM -9.
O=S1(=O)C=C(N2CCCCC2)c2ccccc21 was read as HTR1A agonist -2.5, 5HT1E ag -0.7, M1 antag -0.43, M1 ag -0.29, S1P3 agonist 0.1, Jurkat viability 1, 5HT1E antag 1, 5-HT1A blocker -3 and S1P1 ag-PAM -5.
`COc1ccc(Nc2nc(N3CCCC3)c3ccccc3n2)cc1` gave HTR1A agonist -2.4, 5HT1E ag -0.2, M1 antag -0.21, M1 ag -0.89, S1P3 agonist -0.8, Jurkat viability 19, 5HT1E antag -2, 5-HT1A blocker 11 and S1P1 ag-PAM 10.
`Cc1cc2nnc(SCC(=O)N3C(C)CCCC3C)n2c(N)n1` (configuration not stated) gave HTR1A agonist -0.6, 5HT1E ag 0.5, M1 antag 0.87, M1 ag -0.21, S1P3 agonist 1.1, Jurkat viability -11, 5HT1E antag -10, 5-HT1A blocker -28 and S1P1 ag-PAM 2.
`CCn1c(SCC(=O)OC(C)C)nnc1-c1cccc(Cl)c1` gave HTR1A agonist 1.4, 5HT1E ag 0.8, M1 ag -0.32, S1P3 agonist -0.2, Jurkat viability -9, 5HT1E antag -1, 5-HT1A blocker 1 and S1P1 ag-PAM -16.
`O=C(CCCN1C(=O)c2ccccc2C1=O)Nc1ccc(S(=O)(=O)N2CCOCC2)cc1` gave HTR1A agonist -5.3, 5HT1E ag 0.2, M1 antag 0.48, M1 ag 0.21, S1P3 agonist -0.5, Jurkat viability -12, 5HT1E antag -4, 5-HT1A blocker 2 and S1P1 ag-PAM -2.
CN(Cc1ccccc1)Cc1nc2c(c(=O)n(C)c(=O)n2C)n1CCCc1ccccc1 was read as HTR1A agonist 1.8, 5HT1E ag -1.2, M1 antag -0.2, M1 ag -0.02, S1P3 agonist 0.1, Jurkat viability 0, 5HT1E antag -5, 5-HT1A blocker 6 and S1P1 ag-PAM 16.
For COc1nonc1NC(=O)CSc1nc2ccccc2[nH]1 the results were HTR1A agonist 1.3, 5HT1E ag -0.5, S1P3 agonist -0.5, Jurkat viability -5, 5HT1E antag 5, 5-HT1A blocker 2 and S1P1 ag-PAM 15.
`O=S(=O)(CCc1nc2ccccc2o1)c1ccc(Cl)c(Cl)c1` gave HTR1A agonist -2.7, 5HT1E ag -0.5, M1 antag 0.32, M1 ag -0.14, S1P3 agonist -0.6, Jurkat viability -11, 5HT1E antag 1, 5-HT1A blocker -9 and S1P1 ag-PAM -10.
For O=C(OCCN1C(=O)c2ccccc2C1=O)C1CCN(S(=O)(=O)c2cccs2)CC1 the results were HTR1A agonist -0.7, 5HT1E ag -0.3, M1 antag -0.34, M1 ag -0.51, 5HT1E antag -8 and 5-HT1A blocker -12.
For CC(=O)CSc1ncnc2nc[nH]c12 the results were HTR1A agonist -3.3, 5HT1E ag 0.3, M1 antag -0.026, M1 ag 0.62, S1P3 agonist 0.4, Jurkat viability 4, 5HT1E antag -1, 5-HT1A blocker -1 and S1P1 ag-PAM -9.
`CCOC(=O)Cc1cc(=O)n2[nH]c(C)c(-c3ccc(OC)cc3)c2n1` gave HTR1A agonist -0.3, 5HT1E ag -0.9, M1 antag 0.33, M1 ag 1.1, S1P3 agonist -1.1, Jurkat viability 0, 5HT1E antag 5, 5-HT1A blocker 18 and S1P1 ag-PAM -13.
Screening Cc1nn(CC(=O)NCC2CCCO2)c(=O)c2ccccc12 (configuration not stated) returned HTR1A agonist -3.6, 5HT1E ag 0.7, M1 antag -0.17, M1 ag 0.3, S1P3 agonist -1.2, Jurkat viability -2, 5HT1E antag 3, 5-HT1A blocker -9 and S1P1 ag-PAM -20.
CCN(CC)Cc1c(O)ccc2c(-c3ccccc3)cc(=O)oc12 was read as HTR1A agonist 0.6, 5HT1E ag 0.2, M1 antag -0.49, M1 ag 0.92, S1P3 agonist -0.3, Jurkat viability -5, 5HT1E antag 14, 5-HT1A blocker 6 and S1P1 ag-PAM -20.
C=CCn1c(NCc2cc(C)ccc2O)nc2ccccc21 was read as HTR1A agonist -1.4, 5HT1E ag -0.6, M1 antag -0.74, M1 ag -0.76, S1P3 agonist -1.6, Jurkat viability -9, 5HT1E antag 7, 5-HT1A blocker 17 and S1P1 ag-PAM -6.
COC(=O)[C@H](C)NC(=O)Nc1cc(OC)ccc1OC was read as HTR1A agonist -5.8, 5HT1E ag -0.2, M1 antag -1.4*, M1 ag 0.68, S1P3 agonist -0.9, Jurkat viability -1, 5HT1E antag 1, 5-HT1A blocker 11 and S1P1 ag-PAM -8.
Screening Cc1ccc2[nH]c(=O)c(CN(CC3CCCO3)C(=O)c3ccncc3)cc2c1 (configuration not stated) returned HTR1A agonist -1.1, 5HT1E ag 1.2, S1P3 agonist 0.2, Jurkat viability -8, 5HT1E antag -6, 5-HT1A blocker -12 and S1P1 ag-PAM -13.
Screening COc1ccccc1-c1c(C)nn2c(N3CCC4(CC3)OCCO4)cc(C)nc12 returned HTR1A agonist 0.8, 5HT1E ag 0.0, M1 antag -0.04, M1 ag -0.044, S1P3 agonist -1.1, Jurkat viability 7, 5HT1E antag 0, 5-HT1A blocker 21 and S1P1 ag-PAM 13.
CC(=O)N1CCC(O)(c2cccc(C(F)(F)F)c2)CC1 was read as HTR1A agonist 0.0, 5HT1E ag 1.2, M1 antag -1.1, M1 ag 0.43, S1P3 agonist -0.5, Jurkat viability 0, 5HT1E antag 0, 5-HT1A blocker -3 and S1P1 ag-PAM 6.
Screening Cc1ccc(NC(=O)NC2CCCCC2)cc1Cl returned HTR1A agonist -0.7, 5HT1E ag -0.3, M1 antag -1.1*, M1 ag -0.67, S1P3 agonist -0.1, Jurkat viability -6, 5HT1E antag 3 and 5-HT1A blocker 38.
Screening CCCC1(CCC)NC(=O)NC1=O returned HTR1A agonist -4.0, 5HT1E ag -0.3, M1 antag -2.9*, M1 ag 0.05, S1P3 agonist -0.9, Jurkat viability -4, 5HT1E antag -14, 5-HT1A blocker -6 and S1P1 ag-PAM -9.

Looked up by compound from the list above (2):
`O=C(CCCN1C(=O)c2ccccc2C1=O)Nc1ccc(S(=O)(=O)N2CCOCC2)cc1` gave HTR1A agonist -5.3, 5HT1E ag 0.2, M1 antag 0.48, M1 ag 0.21, S1P3 agonist -0.5, Jurkat viability -12, 5HT1E antag -4, 5-HT1A blocker 2 and S1P1 ag-PAM -2.
COC(=O)[C@H](C)NC(=O)Nc1cc(OC)ccc1OC was read as HTR1A agonist -5.8, 5HT1E ag -0.2, M1 antag -1.4*, M1 ag 0.68, S1P3 agonist -0.9, Jurkat viability -1, 5HT1E antag 1, 5-HT1A blocker 11 and S1P1 ag-PAM -8.
